# Compound activity deposited in PubChem by several laboratories.
# SRC1 inh: SRC1 coactivator transcriptional activity inhibitors, primary screen, cell-based, luminescence; Nuclear receptor coactivator 1 (Homo sapiens), Q15788; HEK293 GAL4-SRC1 luciferase reporter; inhibition, % at 3.6 µM; hit rate 0.12% among 360,000;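 active = inhibition above the campaign mean plus 3 SD, with each screening campaign given its own cutoff, cut at about 60% in these data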;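 also: 0% = DMSO treated cells and 100% = gossypol at 36 µM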
# NR2F2 inh: NR2F2 transcriptional activity inhibitors, primary screen, cell-based, luciferase reporter, HEK293T, luminescence | inhibition, % at 8.6 µM | AID 686940, 2013 | hit rate 0.7% among 370,000 | HEK293T NGFI-A luciferase reporter;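 active = inhibition above a per-plate cutoff, mean inhibition of test wells between control levels plus 3 SD, cut at about 38% in these data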;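 also: cells cotransfected with COUP-TFII expression vector driving the NGFI-A reporter; 0% = median of COUP-TF2 test wells and 100% = reporter-only cells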
# Target sequence (P24468 whole entry, looked up): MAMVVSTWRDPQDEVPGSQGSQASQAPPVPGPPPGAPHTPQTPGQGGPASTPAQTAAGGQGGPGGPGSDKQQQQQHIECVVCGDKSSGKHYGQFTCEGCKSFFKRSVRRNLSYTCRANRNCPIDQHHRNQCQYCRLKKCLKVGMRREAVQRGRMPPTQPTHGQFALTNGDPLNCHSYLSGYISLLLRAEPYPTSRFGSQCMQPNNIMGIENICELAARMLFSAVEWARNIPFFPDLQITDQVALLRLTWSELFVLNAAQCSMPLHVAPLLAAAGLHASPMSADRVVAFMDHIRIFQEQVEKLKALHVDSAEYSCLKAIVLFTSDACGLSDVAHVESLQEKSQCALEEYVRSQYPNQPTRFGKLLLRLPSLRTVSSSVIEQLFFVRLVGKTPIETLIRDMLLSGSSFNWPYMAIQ
# SRC3 inh: SRC3 coactivator transcriptional activity inhibitors, primary screen, cell-based, luminescence; HEK293 GAL4-SRC3 luciferase reporter; inhibition, % at 3.6 µM; hit rate 0.17% among 360,000; AID 588352, 2011;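 active = inhibition above a per-campaign cutoff, the mean of all compounds plus 3 SD, cut at about 60% in these data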;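 also: 0% = DMSO-treated cells and 100% = gossypol-treated cells at 36 µM; higher means less SRC3-driven luciferase light from the GAL4 reporter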
# CF NFkB block: inhibitors of PAF-induced NF-kB signaling, primary screen, cell-based, GFP fluorescence, uHTS | KKLEB NF-kB-GFP reporter, GFP fluorescence overnight | hit rate 0.86% among 360,000 | inhibition, % at 5 µM | AID 588850, 2011;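 active = at least 50% inhibition at 5 µM, scaled per plate between neutral and stimulator controls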;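 also: PAF is a Pseudomonas aeruginosa culture filtrate used as stimulus; plate controls were PAF-stimulated DMSO wells for no effect and unstimulated DMSO wells for full effect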
# TROY NFkB inh: inhibitors of TROY-driven NF-kB signaling, primary screen, Q293 LMP1-TROYcd cells, NF-kB luciferase, uHTS; inhibition, % at 10 µM; Q293 LMP1-TROYcd NF-kB luciferase reporter, 4 h; hit rate 0.98% among 360,000; AID 1347056, 2019;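 active = compounds whose plate-normalised and pattern-corrected inhibition of the luciferase reporter signal at the single screening dose is 50% or more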
# Shn3 inh set2: reduction of Shn3 3'UTR firefly luciferase signal, primary screen, Schnurri-3 inhibitor project, cell-based, Clone20 osteoblasts, set 2; Clone20 osteoblast Shn3 3'UTR firefly luciferase, 24 h; inhibition, % at 12.5 µM; hit rate 0.52% among 360,000; AID 588674, 2011;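 active = mean inhibition of at least 75% with every replicate also reaching 75%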;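 also: 0% = median of neutral control wells and 100% = pilot-screen positive control compound; some compounds past the cut are filed as inactive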
# EBV LMP1 NFkB: EBV LMP1-driven NF-kappaB luciferase reporter inhibitors, primary screen, cell-based, luminescence, single point; LMP1-induced NF-kappaB luciferase reporter cells; inhibition, % at 12.5 µM; hit rate 0.69% among 350,000; AID 504558, 2011; in the data active = inhibition above about 41%;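 also: 0% = neutral control wells and 100% = reference inhibitor control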
# NR5A2 inv ag: LRH-1 (NR5A2) inverse agonists, primary screen, cell-based, luminescence, HEK293T, StAR-luciferase reporter | LRH-1 transfected, 24 h | inhibition, % at 3.6 µM | hit rate 0.13% among 360,000;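 active = inhibition above the mean inhibition of all tested compounds plus 3 SD, cut at about 73% in these data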;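 also: 0% = DMSO wells and 100% = reporter-only cells lacking LRH-1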
# Target sequence (O00482 whole entry, looked up): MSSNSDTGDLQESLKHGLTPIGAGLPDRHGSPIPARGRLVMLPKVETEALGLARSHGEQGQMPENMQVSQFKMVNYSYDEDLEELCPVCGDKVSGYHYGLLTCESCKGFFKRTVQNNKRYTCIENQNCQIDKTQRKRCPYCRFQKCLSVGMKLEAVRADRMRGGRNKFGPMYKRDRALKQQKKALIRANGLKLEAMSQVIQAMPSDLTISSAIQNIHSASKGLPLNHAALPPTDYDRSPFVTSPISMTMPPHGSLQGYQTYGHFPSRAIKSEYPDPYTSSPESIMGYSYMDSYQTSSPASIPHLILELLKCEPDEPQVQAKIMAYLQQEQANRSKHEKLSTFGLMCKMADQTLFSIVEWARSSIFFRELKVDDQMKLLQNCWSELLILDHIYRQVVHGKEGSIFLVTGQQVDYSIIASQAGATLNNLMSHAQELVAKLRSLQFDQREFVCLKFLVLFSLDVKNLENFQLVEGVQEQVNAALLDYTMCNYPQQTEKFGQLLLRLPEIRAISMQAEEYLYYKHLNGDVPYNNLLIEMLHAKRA
# TWEAK Fn14 block: inhibitors of TWEAK-Fn14 signaling, primary screen, luciferase reporter cells, uHTS; inhibition, % at 10 µM; TWEAK-stimulated Fn14 reporter cells, luciferase luminescence, 8 h; hit rate 2% among 360,000; in the data active = inhibition above about 50%
# KKLEB cytotox: cytotoxicity in KKLEB CF airway cells, primary screen, cytotoxicity control for CF NF-kB inhibitor project, cell-based, uHTS, fluorescence assay plates | KKLEB CF airway cells viability, ATPlite luminescence, overnight; hits give low values; cells stimulated with P. aeruginosa culture filtrate | activity change (cytotoxicity), % at 5 µM | hit rate 0.36% among 360,000;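 active = corrected activity change at or below -50% at 5 µM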
# C8 TRAIL sens: viability loss with TRAIL in NB7+C8 cells, primary screen, TRAIL sensitizer project, cell-based, ATPlite luminescence; hit rate 1% among 360,000; inhibition (viability loss, TRAIL sensitization), % at 10 µM;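 active = compounds causing at least 50% loss of cell viability in the single-dose screen, relative to plate controls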
# * hit, by the source's call; · = no result given. Only part of the results is shown, so the mix of outcomes need not match the whole.
# Value order – SRC1 inh	NR2F2 inh	SRC3 inh	CF NFkB block	TROY NFkB inh	Shn3 inh set2	EBV LMP1 NFkB	NR5A2 inv ag	TWEAK Fn14 block	KKLEB cytotox	C8 TRAIL sens
- COc1cccc(CNc2ccc(S(=O)(=O)N3CCN(C)CC3)cn2)c1
    -16	16	-29	-15	-12	-17	-3	10	8	3	-5
- O=c1ccccn1Cc1ccccc1F
    3	-10	2	17	-13	7	5	0	-19	-9	-1
- Cc1c(-c2ncn[nH]2)sc(C#N)c1-c1ccccc1
    -14	21	17	-3	1	47	-3	28	4	0	4
- CC(NC(=O)c1cccc(C(F)(F)F)c1)C(c1ccccc1)N1CCOCC1 (stereo not drawn)
    -21	13	12	-10	3	11	3	18	-1	1	14
- CC1(C)Cc2cccc(OCC(=O)OCC(=O)Nc3cccc(S(N)(=O)=O)c3)c2O1
    2	0	3	15	-3	10	7	14	-8	-12	3
- CCOC(=O)c1nn(-c2cccc(Cl)c2)c(C)c1C(C)=O
    5	0	1	-4	3	1	-8	3	9	-2	13
- COC(=O)c1nnn(CC(=O)Nc2cccc(Cl)c2)c1C(=O)OC
    -3	7	-6	10	-8	-14	1	-11	6	2	3
- O=C(COC(=O)CSc1cc(Cl)ccc1Cl)Nc1ncc(C(F)(F)F)cc1Cl
    -15	-5	1	-3	0	-23	-7	4	23	10	-5
- C/C(=N/NC(=O)C1COc2ccccc2O1)c1ccco1 (stereo not drawn)
    1	13	20	17	-5	1	-2	18	-3	-8	-5
- COc1cccc(-c2oc3c(c2-c2ccc(OC)nc2)C(O)CCC3)c1 (stereo not drawn)
    ·	15	·	·	-4	·	·	-20	-14	·	-3
- COc1cc(C(=S)N2CCOCC2)cc(OC)c1OC(=O)c1ccccc1[N+](=O)[O-]
    7	3	7	-4	14	24	6	-2	-2	-2	1
- O=C(Cn1cnc2ccccc2c1=O)NCCC(=O)Nc1ccc2c(c1)OCO2
    6	-4	19	-20	6	5	-6	13	10	7	-7
- CNn1cnc2ccsc2c1=O
    0	-6	12	-9	4	0	-6	5	9	-9	-2
- CN(Cc1ccccc1)c1ncnc2sccc12
    -2	21	16	4	19	46	11	12	31	1	4
- COc1ccc(S(=O)(=O)N(C)c2ccc(C(=O)Nc3c(C)n(C)n(-c4ccccc4)c3=O)cc2)cc1
    -13	6	8	-54	4	-7	-3	2	-4	13	1
- CC(=O)OC(/C(O)=C(\C#N)c1nc2ccccc2[nH]1)c1ccccc1 (stereo not drawn)
    -4	11	7	-12	-8	-58	-6	29	15	-6	-8
- NC1=NC(=O)/C(=C\c2cccnc2)S1
    18	31	23	52*	28	8	4	19	41	2	-4
- COc1cccc(NC(=O)CN(C)C(=O)Cc2n[nH]c(=O)c3ccccc23)c1
    -3	2	1	-33	14	7	1	-1	10	0	-14
- COc1ccc(C(=O)NCCc2cn3ccccc3n2)cc1
    -8	-1	8	-21	7	-13	-3	-12	-9	11	-10
- CCOc1ccc(NC(=S)NC(=O)c2cccnc2)c([N+](=O)[O-])c1
    -7	5	-8	-6	-59	-1	4	25	-1	-8	-4
- COc1c(C(=O)Nc2c(C)n(C)n(-c3ccccc3)c2=O)ccc2ccccc12
    3	-3	-21	4	-14	-21	9	13	17	-1	-21
- Cc1ccc(OCC(=O)N[C@@H](C)c2nnc3ccccn23)cc1C
    -19	-27	6	-21	18	-8	-6	-12	6	16	7
- Cc1cc(C)c(NC(=O)CSCc2nc3sc(C)c(C)c3c(=O)[nH]2)c(Cl)c1
    -3	27	0	6	0	14	0	7	-20	-15	-1
- C/C(CC1(O)C(=O)Nc2ccccc21)=N\O (stereo not drawn)
    1	-15	-16	-16	11	3	-4	4	5	4	-14
- O=C(NCCc1ccccc1)c1ccc(NC(=O)C2CCCC2)cc1
    -10	1	-15	5	-27	-7	-4	1	-41	-4	7
- Cc1cccc(NC(=O)c2cccc(S(=O)(=O)N3CCCC3)c2)n1
    -13	10	-14	5	29	-15	-1	1	3	7	-25
- Nc1nc(SCC(=O)N2CCN(S(=O)(=O)c3ccc(Cl)cc3)CC2)n[nH]1
    10	15	4	3	-4	-5	0	-1	5	0	-7
- COC(=O)C(=Cc1ccncc1)c1cccc2ccccc12
    8	-19	-17	19	-14	-2	4	-23	-1	0	3
- O=C(Nc1ccc(Cl)cc1F)C1CCN(S(=O)(=O)c2cccc3nonc23)CC1
    12	6	2	-29	22	-5	-4	1	23	-2	1
- CCc1ccc(C(=O)/C=C2\Sc3ccccc3NC2=O)cc1
    -16	4	3	-24	2	-35	-1	-8	11	8	20

# Marked active in CF NFkB block (from the list above):
SMILES	SRC1 inh	NR2F2 inh	SRC3 inh	CF NFkB block	Shn3 inh set2	EBV LMP1 NFkB	NR5A2 inv ag	TWEAK Fn14 block
NC1=NC(=O)/C(=C\c2cccnc2)S1	18	31	23	52*	8	4	19	41

# Additional results:
# Value order – SRC1 inh	NR2F2 inh	SRC3 inh	CF NFkB block	TROY NFkB inh	Shn3 inh set2	EBV LMP1 NFkB	NR5A2 inv ag	TWEAK Fn14 block	KKLEB cytotox	C8 TRAIL sens
- Cc1cccc(C)c1NC(=O)c1ccc(N2CCCC2=O)cc1
    1	0	-3	-17	6	20	-12	-10	3	29	-6
- Cc1ccc(C(=O)N/C(=C\c2ccco2)C(=O)NCCCN2CCOCC2)cc1C
    -2	-18	0	8	16	12	2	13	13	4	-8
- Cn1c(=O)n(CCN2CCOCC2)c(=O)c2c1nc1n2CCN1c1ccc(Oc2ccccc2)cc1
    7	-16	4	0	-10	17	-1	-5	-11	-9	-10
- O=S(=O)(NCC1CCCO1)c1ccc(Cl)c2ccccc12 (stereo not drawn)
    4	4	-8	12	-7	5	2	-10	-10	-10	-5
- O=C(NCc1cccs1)C(=O)NCC1OCCCN1S(=O)(=O)c1cccs1 (stereo not drawn)
    -6	8	-17	-13	3	3	2	4	-6	-13	-8
- CC(NC(=O)C1CC1)C(c1cccs1)N1CCOCC1 (stereo not drawn)
    6	12	-2	9	-3	7	-3	-11	1	-4	-4
- C=CCn1c(SCC(=O)c2cccs2)nc2sc(CC)cc2c1=O
    16	-8	16	0	41	78	18	-10	79*	-26	31
- O=C(c1cnc(Cl)c(Cl)c1)N1CCN(S(=O)(=O)c2ccc3ccccc3c2)CC1
    12	15	-10	15	37	6	-11	22	-17	4	48*
- COc1cc2c3c(cccc3c1)C(=O)N(CCN1CCCC1)C2=O
    -112	0	-259	-219	-60	-11	31	68	-2	8	44
- CCn1cc(CNC(=O)/C=C/c2ccc([N+](=O)[O-])cc2)c(C)n1
    -77	2	12	-8	8	-2	6	10	3	17	16
- Cc1cccc(C2CC(c3ccccc3)=NN2c2ccc(S(N)(=O)=O)cc2)c1 (stereo not drawn)
    16	5	6	22	2	4	·	15	9	1	-11
- CC(=O)Nc1ccc(NC(=O)C(C)Sc2nc3ccccc3c(=O)n2CC2CCCO2)cc1 (stereo not drawn)
    -6	12	22	-3	-20	-28	7	13	0	-4	4
- O=C(CCn1c(=O)sc2ccccc21)NCc1ccccc1
    -10	10	-1	10	-15	-10	-7	7	-18	-12	-5
- Cn1c(-c2ccc(Cl)cc2)cnc1N
    -4	-21	5	13	-14	-9	7	-39	-17	-6	10
- CCOC(=O)c1ccc(NC(=O)CCOc2ccccc2)cc1
    -11	19	-18	11	-29	0	-2	-30	6	-5	-4
- CC(=O)Nc1ccc2c3c(cccc13)C(=O)N(c1ccccc1)C2=O
    5	-4	7	2	-17	-8	-10	-16	-8	5	-2
- Cc1ccc(OCCC(=O)OCC(=O)Nc2c(C)nn(-c3ccccc3)c2C)cc1
    9	19	5	9	-12	-9	-4	2	-12	-9	-1
- C=CCSc1nnc(NC(=O)C2CSC3(C)CCC(=O)N23)s1 (stereo not drawn)
    -12	7	-3	-27	15	-3	-3	14	-13	-8	-16
- Cc1cc(NC(=O)COC(=O)[C@@H]2CCCN2C(=O)c2cccs2)no1
    -16	-20	-1	-7	1	-4	1	-4	-30	-8	-11
- C=CCNC(=O)C1=NN(c2c(F)c(F)cc(F)c2F)C(=O)CC1
    -15	1	-8	15	-5	3	9	-6	9	-2	-9
- C=CCc1c(C)nc(C)nc1N/N=C/c1ccc(F)cc1
    -10	4	-22	-2	-2	14	4	-9	20	8	-15
- CCc1cc2cc(C)ccc2nc1SCC(=O)NC1CCCC1
    -28	19	11	0	18	25	-1	-9	13	-2	17
- COc1cccc(CNc2ccc3[nH]c(=O)[nH]c3c2)c1OCc1ccccc1Cl
    0	15	7	-5	22	10	23	23	9	0	-11
- Cc1ccc(NS(=O)(=O)c2ccc(/C=C/C(=O)O)cc2)cc1Cl
    14	14	11	-3	-4	2	1	7	28	5	0
- CC(C)=CCCC(C)CN1CCC(N2CCC(C(=O)N3CCCC3)CC2)CC1 (stereo not drawn)
    8	17	14	9	14	29	-1	9	17	-13	14
- C/C(=N\O)C(=O)NCCN1CCCCC1
    -3	-2	-5	11	0	-4	-2	-20	6	-8	-6
- CCNC(=S)N1C2CCC1CC(NC(=O)NC1CCCCC1)C2 (stereo not drawn)
    -69	5	13	-11	6	-10	-11	-4	2	10	0
- CCNc1nc(Oc2ccc(C(=O)OC)cc2)nc(N2CCOCC2)n1
    -8	12	-3	29	5	30	0	1	8	-19	-5
- COC(=O)C1=C(C)n2nnnc2NC1c1cc2ccccc2o1 (stereo not drawn)
    -18	-2	25	-2	-4	-7	3	-9	-27	-2	-13
- C=CCNC(=O)N1CCc2[nH]c3ccc(F)cc3c2C1
    16	-6	9	-8	-23	23	7	-6	28	-2	-7
- COC(=O)CCN1CCN(S(=O)(=O)c2ccccc2Br)CC1
    9	-18	-1	-7	0	5	-9	3	-19	-4	-2
- O=C(c1ccc(-n2cncn2)c([N+](=O)[O-])c1)N1CCN(S(=O)(=O)c2ccc(F)c(F)c2)CC1
    -34	-4	10	8	-13	8	5	-3	-1	-8	3
- CC(C)=CC1C(C(=O)NCCOc2ccccc2)C1(C)C (stereo not drawn)
    14	26	1	-8	3	-1	0	0	-9	13	17
- CCCn1c(C)cc(C(=O)COc2ccc(-c3nnco3)cc2)c1C
    -52	1	-31	-9	13	5	-12	-74	6	4	3
- O=C(c1ccco1)N1CCN(C(=O)c2cn(-c3ccccc3)nc2-c2ccccc2)CC1
    -35	-13	-80	0	-19	-48	-17	-47	-8	-4	34
